PI4K2A inh = blocks human PI4K2A kinase activity; purified PI4K2A, ADP-Glo luminescence, 1 h; hits give low values; activity change, negative = inhibition, % at 76.9 µM; 420,000 compounds, 0.13% hits; in the data active means activity change below about -50%;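 further: -100% = wells without enzyme as full effect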
Target sequence (Q9BTU6 whole entry, looked up): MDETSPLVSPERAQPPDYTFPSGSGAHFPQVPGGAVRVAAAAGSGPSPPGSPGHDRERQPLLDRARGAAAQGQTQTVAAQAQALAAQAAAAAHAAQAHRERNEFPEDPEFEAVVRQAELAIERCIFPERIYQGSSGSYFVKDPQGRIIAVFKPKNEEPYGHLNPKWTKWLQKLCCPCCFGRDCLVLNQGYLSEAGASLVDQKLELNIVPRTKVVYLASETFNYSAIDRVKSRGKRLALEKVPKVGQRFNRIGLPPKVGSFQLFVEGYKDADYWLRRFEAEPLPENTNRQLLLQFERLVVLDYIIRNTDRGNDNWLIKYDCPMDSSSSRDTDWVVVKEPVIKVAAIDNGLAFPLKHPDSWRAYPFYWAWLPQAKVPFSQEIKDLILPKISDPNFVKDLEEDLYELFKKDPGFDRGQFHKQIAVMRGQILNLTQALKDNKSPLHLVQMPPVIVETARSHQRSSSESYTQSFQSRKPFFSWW
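In this quantitative HTS, ADP production by PI4K2A was quantified luminescently after 1 h at ambient temperature; 100 microM adenosine served as plate-quality control.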
* hit, by the source's call; & = joins results of further samples.

`CC1(C(=O)Nc2ccc3c(c2)OCCO3)CCN1C(=O)C1(c2ccc(Cl)cc2)CCC1` (stereo unspecified) gave PI4K2A inh 0.6.
For O=C(Nc1ccc(F)cc1)OCc1cn(Cc2ccc(F)c(F)c2)nn1 the results were PI4K2A inh -1.3.
Screening CNC(=O)c1c(I)c(NC(=O)CCCCC(=O)Nc2c(I)c(C(=O)O)c(I)c(C(=O)NC)c2I)c(I)c(C(=O)O)c1I returned PI4K2A inh -2.0.
CCN1CCC(C(=O)NC(c2ccc(F)cc2)c2ncccc2C)CC1 (stereo unspecified) was read as PI4K2A inh -3.4.
Screening COC(=O)c1ccc2nc(-c3ccc(OC)c(OC)c3)c(Cc3ccc(C)cc3)n2c1 returned PI4K2A inh -5.0.
For C=CCN1C(=O)[C@H](CC(=O)NCCCN2CCCC2=O)[C@@]2(C(=O)OCC)CCCC=C12 the results were PI4K2A inh 0.6.
Cc1ccc2nc(-c3ccc(C#N)cc3)c(Cc3ccccc3)n2c1 was read as PI4K2A inh -4.2.
`Cn1ccnc1CN1CCC[C@]2(CC[C@H](CCC#N)O2)C1` gave PI4K2A inh 0.8&-5.8.
Screening CCCCCCn1cc(CN2CC(N3CCN(C)CC3)CS2(=O)=O)nn1 (stereo unspecified) returned PI4K2A inh -11.8.
`CCc1nc2c(OCc3cccc(Cl)c3)cccn2c1N(C)C(=O)Nc1ccccc1OC` gave PI4K2A inh -2.7.
O=S(=O)(NCC[C@@H]1CC[C@H](NS(=O)(=O)c2cccc(F)c2)[C@@H](CO)O1)c1cccc(F)c1 was read as PI4K2A inh -8.0.
COc1ccc(CN2CCC(C)(Oc3ccc4c(c3)OCO4)C2)c2ccccc12 (stereo unspecified) was read as PI4K2A inh -0.9.
`CCCCCc1c(CC)ncn1CCc1ccccc1OC` gave PI4K2A inh 2.5.
`COc1cc(OC)cc(-c2c(Sc3ccccc3)c3cc(-c4cnc(N5CCOCC5)nc4)ccc3n2C)c1` gave PI4K2A inh 5.8.
C#Cc1ccc(NC(=O)C2(C)CCN2C(=O)C2(c3ccccc3)CCCC2)cc1 (stereo unspecified) was read as PI4K2A inh 4.5.

Taken from the results shown, four compounds:
`CC1(C(=O)Nc2ccc3c(c2)OCCO3)CCN1C(=O)C1(c2ccc(Cl)cc2)CCC1` (stereo unspecified) gave PI4K2A inh 0.6.
For O=C(Nc1ccc(F)cc1)OCc1cn(Cc2ccc(F)c(F)c2)nn1 the results were PI4K2A inh -1.3.
Screening CNC(=O)c1c(I)c(NC(=O)CCCCC(=O)Nc2c(I)c(C(=O)O)c(I)c(C(=O)NC)c2I)c(I)c(C(=O)O)c1I returned PI4K2A inh -2.0.
CCN1CCC(C(=O)NC(c2ccc(F)cc2)c2ncccc2C)CC1 (stereo unspecified) was read as PI4K2A inh -3.4.

Next entries follow:
For CNc1cncc(-c2ccc(OC)c(OC)c2)n1 the results were PI4K2A inh -1.6.
COc1cccc(C(O)c2nc(-c3ccccc3C)cs2)c1 (stereo unspecified) was read as PI4K2A inh -2.2.
Screening CC(=NNC1=NCCN1)c1cnn(C2=NCCN2)c1C returned PI4K2A inh -8.9.
Cn1cccc1C(=O)N1CCN(S(=O)(=O)c2ccc(C(C)(C)C)cc2)CC1 was read as PI4K2A inh -8.3.
`O=C(CSc1nnc(COc2ccc(Cl)cc2)n1Cc1ccco1)Nc1ccc(OCc2ccccc2)cc1` gave PI4K2A inh 5.2.
`CN1[C@@H](Cc2ccccc2)COc2cccc(N3CCCC3)c2S1(=O)=O` gave PI4K2A inh -3.8.
Screening CCOC(=O)[C@]12CCC=C1N(Cc1cccc3ccccc13)C(=O)[C@H](CC(=O)NCC13CC4CC(CC(C4)C1)C3)C2 returned PI4K2A inh -0.9.
`Cc1cccc(NC(=O)n2ccc3ccc(-c4ccc5cc[nH]c5c4)cc32)c1` gave PI4K2A inh -2.5.
Screening Cn1ccc2c(N3CCCC3)cc3c(c21)C1CCC3O1 (stereo unspecified) returned PI4K2A inh -7.4.
For Cc1cccc(C)c1N1C(=O)c2ccccc2NC(=O)C1C(=O)NCC(C)C (stereo unspecified) the results were PI4K2A inh -5.0.
`O=C(C1CCCN(S(=O)(=O)c2cccc3ccccc23)C1)N1CCN(Cc2ccccc2)CC1` (stereo unspecified) gave PI4K2A inh 4.7.
`O=c1ccn([C@@H]2O[C@H](CNCc3cccn3-c3nccs3)[C@@H](O)[C@H]2O)c(=O)[nH]1` gave PI4K2A inh -1.8.
`C(=NNC1=NCCN1)c1ccnc2ccccc12` gave PI4K2A inh -5.6.
COC(=O)/C=C\C(=O)OC was read as PI4K2A inh -0.8.
COC(=O)c1cnc(Nc2nc(C(N)Cc3ccc(OC)cc3)cs2)nc1C(F)(F)F (stereo unspecified) was read as PI4K2A inh -2.6.
For CCCCCCCCC(c1nc2cc(C)c(C)cc2[nH]1)n1c(=O)c(-c2ccccc2Br)nc2ccccc21 (stereo unspecified) the results were PI4K2A inh -3.7.
O=C(COc1c(Cl)cc(Cl)cc1Cl)N/N=C/c1ccc[nH]1 was read as PI4K2A inh -0.3.
CC1(C(=O)Nc2ccc3c(c2)OCCO3)CN(S(C)(=O)=O)CC(=O)N1C1CCCCCC1 (stereo unspecified) was read as PI4K2A inh -1.6.
`Cc1nc(NC(=O)C(C)(C)C)sc1C(=O)Cn1cc(CCCC#N)nn1` gave PI4K2A inh 3.5.
CC(=O)CC[C@H]1CC[C@]2(CCCN(S(C)(=O)=O)C2)O1 was read as PI4K2A inh -4.1.
For Cc1ncc(CO)c(CO)c1OCC(O)CN1CCN(c2ccc(F)cc2)CC1 (stereo unspecified) the results were PI4K2A inh -7.2.
O=C(C[C@H]1CC[C@@H](NC(=O)C2CC2)[C@@H](CO)O1)NCc1ccccc1Cl was read as PI4K2A inh 3.4.
`Cc1noc(C)c1C(=O)N1CCC1(C)C(=O)NS(=O)(=O)c1ccc(F)cc1F` (stereo unspecified) gave PI4K2A inh -0.4.
`Cc1ccccc1N=Nc1c(N)[nH]n(-c2ccccc2)c1=O` gave PI4K2A inh 1.4.
For CC(C)N1CCC(C)(C(=O)Nc2ccccc2Oc2ccccc2)C1 (stereo unspecified) the results were PI4K2A inh 2.7.
Screening COc1ccc(-c2nc(NCCN(C)C)nc3ccsc23)c(C)c1 returned PI4K2A inh -5.6.
Screening CC1ON=C(c2ccccn2)N(Cc2ccc3c(c2)OCO3)C1=O (stereo unspecified) returned PI4K2A inh 10.6.
`COc1ccc(N2C(c3cc(OC)cc(OC)c3)=Cc3ccccc3C2CC(C)=O)cc1` (stereo unspecified) gave PI4K2A inh -0.6.
Screening COc1cc(OC)nc(Nc2nc(C(N)c3ccccc3)cs2)n1 (stereo unspecified) returned PI4K2A inh -2.4.
`CCN(CC)c1c(C)nc2ccc(C(=O)N3CCN(C(=O)c4ccco4)CC3)cn12` gave PI4K2A inh 0.7.
For COC(=O)[C@]12C[C@H](CC(=O)N3CCCC3)C(=O)N(Cc3ccco3)C1=C[C@H](C(C)(C)C)O[C@@H]2C the results were PI4K2A inh 1.9.
Screening CCOC(=O)CC1(C)Oc2cc(Cl)ccc2N1S(=O)(=O)c1ccc(C)cc1 (stereo unspecified) returned PI4K2A inh -1.9.
For COCCCNC(=O)c1cccc2c(-c3cccc(C(N)=O)c3)coc12 the results were PI4K2A inh 80.9.
For CCOC1=C2CN(S(=O)(=O)c3ccccc3)[C@H](c3ccccc3)C[C@H]2n2c(=O)n(-c3ccccc3)c(=O)n2C1 the results were PI4K2A inh 4.9.
Screening COC(=O)c1cc(C(c2ccccc2O)C2CCC(C)(C)O2)n2ccccc12 (stereo unspecified) returned PI4K2A inh 4.4.
For CCOC(=O)[C@]12CCC=C1N(Cc1ccco1)C(=O)[C@H](CC(=O)NCc1cccc3ccccc13)C2 the results were PI4K2A inh -5.4.
CC(=O)N1CCN(C(=O)CSc2nc3cccnc3n2C)CC1 was read as PI4K2A inh 1.1.
For COC(=O)[C@]12CCCCC=C1N(CCc1ccc(OC)c(OC)c1)C(=O)[C@H](CC(=O)N1CCN(C(=O)c3ccco3)CC1)C2 the results were PI4K2A inh -5.8.
Screening COc1ccc(NC(=O)c2sc(=O)n(Cc3ccc(F)c(Cl)c3)c2C)cc1OC returned PI4K2A inh -3.3.
For OC(Cc1ccccc1)c1ncc(-c2ccc3ccccc3c2)[nH]1 (stereo unspecified) the results were PI4K2A inh -5.9.
Screening CC(=O)OC[C@@H]1CN(Cc2ccccc2)C[C@H](n2cnc3c(N4CCCC4)ncnc32)O1 returned PI4K2A inh -5.3.
`CN1CCN(c2ccc(-c3cc(NC=O)c4ncc(-c5ccc(F)cc5)n4c3)cc2)CC1` gave PI4K2A inh -2.8.
Screening O=C(N[C@H]1CC[C@@H](CCNS(=O)(=O)c2ccccc2Cl)O[C@@H]1CO)c1ccccc1 returned PI4K2A inh -1.5.
For O=C(NCc1ccccc1Cl)[C@H]1CCCN1C(=O)[C@H]1CCCN1C(=O)c1cccs1 the results were PI4K2A inh -1.0.
Screening CCCC(=O)OC[C@@H](OC(=O)CCC)[C@@H](OC(=O)CCC)[C@H](Cn1c2nc(=O)[nH]c(=O)c-2nc2cc(C)c(C)cc21)OC(=O)CCC returned PI4K2A inh -8.9.
`Cc1ccc(F)c(S(=O)(=O)NC(=O)C2(C)CCN2C(=O)CCc2ccccc2)c1` (stereo unspecified) gave PI4K2A inh 1.6.
`O=C(/C=C/[C@H]1O[C@@H](n2ccc(=O)[nH]c2=O)[C@H](O)[C@@H]1O)NC1CCN(Cc2ccccc2)C1` (stereo partly specified) gave PI4K2A inh -0.3.
CCOC(=O)[C@]12CCCC=C1N(Cc1ccco1)C(=O)[C@H](CC(=O)NCCCCc1ccccc1)C2 was read as PI4K2A inh 2.5.
`O=S1(=O)c2c(NCc3ccco3)cccc2Oc2ccccc2CN1Cc1cn(Cc2ccc(Cl)cc2)nn1` gave PI4K2A inh -3.3.
`CCCCC(=O)N(C)c1c(CC)nc2c(OCC(=O)N3CCOCC3)cccn12` gave PI4K2A inh -2.0.
COC(=O)c1cc(=O)nc(NN=C2CCCCC2)s1 was read as PI4K2A inh -3.6.
CC(C)Cc1ccc(-c2ccc3nccn3c2)cc1 was read as PI4K2A inh 0.7.
CCCCNC(=O)C1(C)CCN1C(=O)CSc1ccccc1 (stereo unspecified) was read as PI4K2A inh 0.1.
Screening CCOC(=O)C1=NOC(C(C)=O)(C(=O)NC2CCCC2)C1 (stereo unspecified) returned PI4K2A inh -0.5.
`O=C(Nc1ccc(Oc2ccccc2)cc1)c1csc(COCCO)n1` gave PI4K2A inh -3.9.
`CC(C)c1cccc(-c2csc(C(O)c3ccc(F)c(F)c3)n2)c1` (stereo unspecified) gave PI4K2A inh -3.0.
Screening CC(=O)NC(c1cccc(F)c1)c1nc(-c2ccc3ccccc3c2)cs1 (stereo unspecified) returned PI4K2A inh -3.3.
For CCNC(=O)C1(C)CCCN(Cc2csc(-c3ccc(Cl)cc3)n2)C1 (stereo unspecified) the results were PI4K2A inh 1.0.
`CC(C)(C)C(=O)CSc1nnc(SCc2cccc3ccccc23)s1` gave PI4K2A inh -3.2.
`Cc1nc(C(F)(F)F)ccc1C(=O)N1CCC1(C)C(=O)NS(=O)(=O)c1cccc(Cl)c1` (stereo unspecified) gave PI4K2A inh -0.4.

By substructure, the compounds so far with a tert-butyl group
Cn1cccc1C(=O)N1CCN(S(=O)(=O)c2ccc(C(C)(C)C)cc2)CC1 was read as PI4K2A inh -8.3.
`Cc1nc(NC(=O)C(C)(C)C)sc1C(=O)Cn1cc(CCCC#N)nn1` gave PI4K2A inh 3.5.
For COC(=O)[C@]12C[C@H](CC(=O)N3CCCC3)C(=O)N(Cc3ccco3)C1=C[C@H](C(C)(C)C)O[C@@H]2C the results were PI4K2A inh 1.9.
`CC(C)(C)C(=O)CSc1nnc(SCc2cccc3ccccc23)s1` gave PI4K2A inh -3.2.

The list goes on.
For Clc1ccccc1-c1cccc2nccn12 the results were PI4K2A inh -6.1.
OCCN1CCN(c2ncnc3c2ncn3[C@H]2CN(Cc3ccc4c(c3)OCO4)C[C@@H](CO)O2)CC1 was read as PI4K2A inh -4.4.
Screening CN(CCc1ccccc1)C(C(=O)c1ccc2c(c1)OCO2)c1nnnn1-c1ccccc1NC(=O)OC(C)(C)C (stereo unspecified) returned PI4K2A inh -3.2.
For CN(C)c1cccc(NC(=O)c2ccc(-c3ccc(F)c(F)c3)c3ccoc23)c1 the results were PI4K2A inh 4.6.
Screening C[C@@H](O[Si](c1ccccc1)(c1ccccc1)C(C)(C)C)[C@H]1C(=O)N[C@H](Cc2cn(S(=O)(=O)c3ccccc3)c3ccccc23)C(=O)N1C returned PI4K2A inh 2.4.
For CCC(CC)C(=O)N(C)c1c(C)nc2c(OCc3cccc(OC)c3)cccn12 the results were PI4K2A inh 3.9.
For CCOC(=O)CC[C@H]1CC[C@]2(CCCN(C3CCCCC3)C2)O1 the results were PI4K2A inh -2.8.
C[C@@H]1CCCN1[C@@H]1CS(=O)(=O)N[C@H]1COCc1ccccc1 was read as PI4K2A inh 1.3.
CCCS(=O)(=O)NC(=O)C1(C)CCCN(C(=O)c2cc3ccccc3s2)C1 (stereo unspecified) was read as PI4K2A inh -1.9.
For CN(C)c1ccc(-c2ccnc3c2CC(C)(C(=O)NCC2CCOCC2)O3)cc1 (stereo unspecified) the results were PI4K2A inh -6.4.
`O=C(NCc1cccnc1)c1cc(C2CCCN(S(=O)(=O)c3ccccc3)C2)on1` (stereo unspecified) gave PI4K2A inh 1.2.

Screens deposited in PubChem by National Center for Advancing Translational Sciences (NCATS).

These rows are one share of the data; count on the stated rates, not on these rows.
